AmpC no deterg = qHTS Inhibitors of AmpC Beta-Lactamase (assay without detergent) | AmpC nitrocefin hydrolysis, absorbance 480 nm, 0.0001% Triton | Potency, µM (doses to about 57.1 µM), for the others: top-dose activity change, negative = inhibition, actives largely listed as inhibitors | 330,000 compounds, 0.52% hits | AID 485341, 2010;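 also: potency is read from the fitted curve at half-maximal effect; plate controls were no compound for no effect and no enzyme for full effect; nearly all actives have a fitted effect of over 20% in size; some results filed as inactive show a strong effect at the top dose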
Target sequence (P00811 whole entry, looked up): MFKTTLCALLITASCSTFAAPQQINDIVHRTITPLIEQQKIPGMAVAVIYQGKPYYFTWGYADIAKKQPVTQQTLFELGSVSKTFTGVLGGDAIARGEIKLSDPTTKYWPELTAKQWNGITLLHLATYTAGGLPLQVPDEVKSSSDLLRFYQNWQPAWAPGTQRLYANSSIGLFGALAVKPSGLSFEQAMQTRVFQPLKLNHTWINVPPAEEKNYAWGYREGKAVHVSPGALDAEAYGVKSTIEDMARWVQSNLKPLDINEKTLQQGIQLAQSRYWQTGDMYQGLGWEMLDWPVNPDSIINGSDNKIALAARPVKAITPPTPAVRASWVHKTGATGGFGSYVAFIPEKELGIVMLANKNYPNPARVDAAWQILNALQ
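20 mM phosphate pH 7.0 + 0.01% (detergent screen) or 0.0001% Triton X-100; 5.3 nM AmpC reagent; cpd preinc 15 min RT; nitrocefin (800 uM stock) to start; A480 q20 s × 4 min; Activity was normalised to no-enzyme and no-compound control wells.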
AmpC inh detg = qHTS Inhibitors of AmpC Beta-Lactamase (assay with detergent) | P00811 | AmpC hydrolysis of nitrocefin, absorbance 480 nm, 0.01% Triton | Potency, µM (titrated, usually from 114 µM), without a hit: at the top dose activity change, negative = inhibition, hits mostly inhibitors | 370,000 compounds, 0.041% hits;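 also: potency is read from the fitted curve at half-maximal effect; 0% = no-compound wells and -100% = no-enzyme wells; nearly all actives have a fitted effect of over 25% in size; some results filed as inactive show a strong effect at the top dose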
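AmpC (5.3 nM in the dispensed reagent) in 20 mM phosphate pH 7.0 with 0.01% (detergent screen) or 0.0001% Triton X-100 was preincubated with compounds for 15 min at room temperature. Nitrocefin was then added from an 800 uM solution, and hydrolysis was followed at 480 nm.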
Giardia FBPA inh = qHTS Assay for Inhibitors of Fructose-1,6-bisphosphate Aldolase from Giardia Lamblia; purified Giardia FBPA; Potency, µM (titrated, usually from 59.6 µM), for the others: top-dose activity, negative = inhibition, actives largely listed as inhibitors; 290,000 compounds, 0.71% hits; A8B2U2; AID 2451, 2010; also: potency is read from the fitted curve at half-maximal effect; nearly all actives have a fitted effect of over 55% in size
Target sequence (A8B2U2 whole entry, looked up): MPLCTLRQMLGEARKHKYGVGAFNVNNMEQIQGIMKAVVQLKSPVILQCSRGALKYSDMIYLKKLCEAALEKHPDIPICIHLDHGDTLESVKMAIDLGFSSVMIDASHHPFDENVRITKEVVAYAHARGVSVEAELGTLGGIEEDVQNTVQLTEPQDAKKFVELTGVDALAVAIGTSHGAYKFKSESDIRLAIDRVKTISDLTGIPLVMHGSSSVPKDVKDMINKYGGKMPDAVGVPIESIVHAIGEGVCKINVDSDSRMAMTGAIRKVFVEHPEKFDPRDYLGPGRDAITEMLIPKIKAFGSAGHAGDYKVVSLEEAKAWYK
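Giardia FBPA (40 nM reagent) was preincubated 10 min at RT with compound (up to 57.5 uM final), then substrate plus GAPDH/TPI/NAD/arsenate coupling system with diaphorase/resazurin was added; resorufin fluorescence (525/598 nm) was read after 20 min.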
AMA1-RON2 inh = qHTS for Inhibitors of AMA1-RON; Towards Development of Antimalarial Drug Lead: Primary Screen. Plasmodium falciparum AMA1 (3D7) - RON2 peptide interaction. AlphaScreen AMA1-biotinylated RON2 peptide binding. Potency, µM (highest dose often 58.2 µM), inactives show top-dose activity change, negative = inhibition, actives largely listed as inhibitors. 360,000 compounds, 0.2% hits;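 also: potency is read from the fitted curve at half-maximal effect; 0% = vehicle wells and -100% = peptide control; nearly all actives have a fitted effect of over 45% in size; some results filed as inactive show a strong effect at the top dose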
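AMA1 (3D7) with his tag at 25 nM final met compounds first, then biotinylated RON2 peptide at 25 nM; detection used donor plus acceptor beads, 10 µg/mL apiece, read by AlphaScreen after 30 min at room temperature.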
Sm TGR inh = qHTS Assay for the Inhibitors of Schistosoma Mansoni Peroxiredoxins; Schistosoma mansoni thioredoxin glutathione reductase (TGR), Q962Y6; purified TGR, DTNB reduction, TNB absorbance 405 nm; Potency, µM (series often up to 114 µM), for the others: top-dose activity change, negative = inhibition, actives largely listed as inhibitors; 360,000 compounds, 3% hits; also: potency is read from the fitted curve at half-maximal effect; nearly all actives have a fitted effect of over 60% in size
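TGR 20 nM + NADPH 100 uM (dispensed conc.), cpd preinc 15 min RT; start with NADPH (500 uM addition) then DTNB (15 mM addition). Kinetic TNB absorbance, 405 nm filter. Four-parameter Hill fit across titration.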
HCMV inh = qHTS Assay for inhibitors of the human cytomegalovirus (HCMV); HFF cells, HCMV-luciferase reporter, 72 h; hits give low values; activity change, negative = inhibition, % at 57.5 µM; 410,000 compounds, 4.5% hits; in the data active = activity change below about -60%; inconclusive = no clear call, values can overlap the other calls; inactive = above about -39%
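Cell-based, HFFs, 1000 cells/well, 16 h 37C; cpds in DMSO + HCMV-luc, MOI 1 PFU/cell; 72 h 37C; OneGlo luminescence after 5 min RT; norm. to buffer vs Salinomycin 10uM.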
Numbers without * were called inactive; ? = inconclusive; . = no result given; [ ] = another dose, or the depositor's remark. Unless noted, calls follow the shape of the dose curve; as a rule, active = well fitted curve in the direction sought with a large enough effect; inconclusive = small, poorly fitted or top-dose-only effect, or another doubt; inactive = no such curve, though single readings can be large; an effect the other way counts as inactive or inconclusive. Unless noted, % is scaled to controls: 0 for no effect and ±100 for the full control effect. Compounds were not picked by outcome, and some 7.8% of all compounds hit somewhere here.

SMILES | AmpC no deterg | AmpC inh detg | Giardia FBPA inh | AMA1-RON2 inh | Sm TGR inh | HCMV inh
CC1CCCCC12NC(=O)N(CC(=O)NCc1ccc3c(c1)OCO3)C2=O (stereo unspecified) | -8.2% | 1.1% | 1.4% | -0.6% | 1.2% | -80.4*
Cc1cc(C)c(NC(=O)CNC(=O)Cc2sc(C)nc2-c2ccc(F)cc2)c(C)c1 | 0.2% | -14.9% | . | 0.4% | -13.1% | -3.9
O=C(Nc1ccc(F)cc1)N1CCN(c2nc3ccccc3s2)CC1 | -29.1% | 4.0% | -1.0% | 4.3% | -4.0% | ?
COc1nc(-c2cccs2)cc(-c2ccc(C)cc2)c1C#N | -1.2% | -9.7% | 4.8% | 7.9% | 1.0% | ?
COC(=O)c1cc(S(=O)(=O)NCCc2ccc(Cl)cc2)c[nH]1 | -19.6% | -6.5% | 0.4% | 3.9% | -1.2% | ?
Cc1ccc(NC(=O)CN(C)C(=O)c2cccc(S(=O)(=O)NCc3cccs3)c2)cc1 | 9.0% | -6.9% | . | 8.3% | -2.7% | -36.2
NC(=O)c1ccc(NC(=O)Cc2ccc(S(=O)(=O)N3CCCCC3)cc2)cc1 | -27.2% | 1.2% | . | -0.2% | -2.1% | -1.9
CCOc1ccc(NC(=O)c2cc(S(=O)(=O)N3CCOCC3)cn2C)cc1 | -7.7% | -3.1% | 4.1% | 10.0% | 11.2% | 24.3
O=C(CN1CCN(S(=O)(=O)c2ccc(F)cc2)CC1)NC1CC1 | -8.1% | 3.1% | . | -10.5% | -16.2% | -9.2
O=C(CCC(=O)c1ccccc1)Nc1ccc(C(=O)O)cc1 | -26.1% | -2.2% | 18.2% | 14.6% | 83.4%[activator] | -25.0
COc1ccc(NC(=O)CN(C)C(=O)c2ccccc2CCc2ccccc2)cc1 | -7.8% | ? | . | -21.0% | -2.9% | -21.8
Cc1ccc(NC(=O)c2cccc(OCc3c(C)noc3C)c2)cc1S(=O)(=O)Nc1ccccc1Cl | -40.5% | -1.6% | 1.6% | -3.7% | -1.8% | -65.9*
COc1cccc(NC(=O)CCC2CCN(C(=O)C3CC=CCC3)CC2)c1 (stereo unspecified) | 56.3% | 5.4% | . | 0.0% | -23.8% | -14.6
CC(C)(C)NC(=O)C(c1ccncc1)N(Cc1ccco1)C(=O)c1ccc(-c2ccccc2)[nH]1 (stereo unspecified) | -12.0% | -4.4% | -16.1% | -20.5% | 10µM* | 74.9
COc1ccc(C(=O)c2cnc(C(C)C)n2C)cc1 | -14.1% | ? | 0.3% | 6.1% | 3.0% | -6.3

Compounds shown so far with a Cl atom (2):
SMILES | AmpC no deterg | AmpC inh detg | Giardia FBPA inh | AMA1-RON2 inh | Sm TGR inh | HCMV inh
COC(=O)c1cc(S(=O)(=O)NCCc2ccc(Cl)cc2)c[nH]1 | -19.6% | -6.5% | 0.4% | 3.9% | -1.2% | ?
Cc1ccc(NC(=O)c2cccc(OCc3c(C)noc3C)c2)cc1S(=O)(=O)Nc1ccccc1Cl | -40.5% | -1.6% | 1.6% | -3.7% | -1.8% | -65.9*

(next part)
SMILES | AmpC no deterg | AmpC inh detg | Giardia FBPA inh | AMA1-RON2 inh | Sm TGR inh | HCMV inh
O=C(NCc1ccco1)c1cc2ccc(O)cc2oc1=O | -17.0% | -1.2% | 0.1% | -11.1% | ? | 18.7
Cc1ccc(S(=O)(=O)N2CCN(C(=O)CSc3ncn[nH]3)CC2)c(C)c1 | -3.6% | ? | . | 13.0% | -4.0% | -28.7
COC(=O)c1cccc(NC(=O)c2cc3ccccc3o2)c1 | -46.2% | 0.6% | -9.4% | -8.0% | -1.8% | 80.2
Cc1cccc(S(=O)(=O)NCCc2cn3ccccc3n2)c1 | -5.8% | -1.4% | -0.8% | -5.3% | 2.5% | -0.5
COc1ccc(OC)c(-n2c(C)nc3cc(C(=O)O)ccc32)c1 | -3.9% | -10.9% | -18.1% | -0.4% | -4.7% | 19.1
CCOC(=O)c1c(C)[nH]c(C)c1S(=O)(=O)NCC(=O)Nc1cccc(C#N)c1 | . | -0.5% | . | . | 13.3% | -32.3
COc1ccccc1N/C=C(\C#N)c1nc2ccccc2[nH]1 | -17.0% | 2.5% | 2.2% | 67.5%[activator] | 8.8% | 87.9
NC(=O)CC(NC(=O)c1ccccc1)c1ccc(NC2CCCCC2)c([N+](=O)[O-])c1 (stereo unspecified) | -22.2% | 3.1% | 0.9% | 4.4% | 7.9% | -27.2
Cc1nnc(N2CCC(C(=O)NCCC(C)C)CC2)c2nn(-c3ccc(Cl)cc3)c(C)c12 | . | 16.6% | . | . | -0.4% | -14.5
CCc1nc2ccc(C(=O)N3CCN(CC)CC3)cc2nc1CC | 4.9% | 2.1% | 13.6% | 0.7% | -20.6% | 31.9
O=C(Nc1ccc(N2CCCCC2)cc1)c1ccc(F)cc1 | -41.2% | ? | -2.3% | -12.4% | -11.6% | 54.9
CCc1cccc(NC(=O)c2ccc3c(c2)c(C)c(C)n3Cc2ccc(F)cc2)c1 | . | -5.9% | . | . | 8.9% | 0.0
CCC(C)CCN1C(Nc2ccccc2)=NC[C@@H]1CC(C)C (stereo partly specified) | 8.1% | -8.4% | -4.3% | -5.7% | -5.0% | -14.2
Cc1ccc(/C=N/NC(=O)c2nnn(-c3nonc3N)c2CSc2ccccc2)o1 | -42.2% | 0.2% | -9.3% | 26.2% | ? | -19.5
CCN(C(=O)COC(=O)c1cccn1C)C1CCS(=O)(=O)C1 (stereo unspecified) | -18.5% | 2.7% | 11.8% | -4.4% | -3.5% | -19.4
O=C(CN1CCCCCC1)Nc1ccc([N+](=O)[O-])cc1Br | -23.6% | ? | 16.5% | 8.3% | 1.5% | 45.9
N#C/C(=C/c1ccccc1[N+](=O)[O-])c1nc(C2CC2)cs1 | -17.6% | -3.1% | -4.3% | ? | -8.7% | 223.2
CCc1noc(-c2ccc(N(C)Cc3ccc(OC)cc3)c([N+](=O)[O-])c2)n1 | . | -3.2% | . | . | 0.9% | -7.2
CCOC(=O)c1c(NC(=O)C2c3ccccc3Oc3ccccc32)sc(C)c1CC | . | 18.3% | . | . | -4.7% | 15.9
O=C(CSc1nc2ccc([N+](=O)[O-])cc2[nH]1)NCCc1ccccc1 | -17.5% | -12.0% | -23.8% | -4.8% | -4.7% | -13.8
CCOC(=O)N1CCC(NC(=O)c2ccc(OC)c(CN3CC(=O)N4CCCC4C3=O)c2)CC1 (stereo unspecified) | 45.5% | ? | 5.8% | 8.1% | -7.8% | 12.7
COc1cccc(CNC(=O)CCCn2nc(C)c3c(C)n(-c4ccccc4)nc3c2=O)c1 | 31.2% | -9.7% | 5.0% | -4.5% | 1.9% | 4.3
Cc1cccc(CSc2nc(=O)c3c(n2C)NC(=O)CC3c2cccc(O)c2)c1 (stereo unspecified) | . | 10.2% | . | . | -10.0% | 1.0
COc1ccc(OC)c(-n2c(-c3cccc(C)c3)n[nH]c2=S)c1 | -40.7% | -5.8% | -13.7% | 70.7%[activator] | -6.0% | -11.4
Cc1csc(/C(=N/OC(=O)c2ccco2)C(N)=O)n1 | -16.0% | -5.8% | ? | 26.5% | 3.98µM* | -19.7
CC(c1ccccc1)C1C(C#N)=C(N)OC2=C1C(=O)CCC2 (stereo unspecified) | -19.0% | -13.5% | -12.2% | 0.2% | -16.6% | 6.7
Cc1nc(-c2ccccc2)nc2[nH]c(C(C)C)cc(=O)c12 | ? | -0.8% | 4.3% | 4.6% | -3.1% | 52.2
O=C(O)CCCn1cc(NC(=O)c2cc(F)c(F)cc2Cl)cn1 | -21.8% | -2.8% | ? | -0.3% | 38.3%[activator] | -4.4
COC(=O)[C@H](Cc1ccccc1)NC(=O)Nc1ccc(C)cc1 | -15.4% | 2.1% | 2.9% | 0.0% | -18.0% | 20.8
Cc1ccc(NC(=O)CC2Nc3ccccc3NC2=O)cc1C (stereo unspecified) | . | 4.5% | . | . | -8.7% | -8.0

Reprinted at random: two entries already listed.
SMILES | AmpC no deterg | AmpC inh detg | Giardia FBPA inh | AMA1-RON2 inh | Sm TGR inh | HCMV inh
CC(c1ccccc1)C1C(C#N)=C(N)OC2=C1C(=O)CCC2 (stereo unspecified) | -19.0% | -13.5% | -12.2% | 0.2% | -16.6% | 6.7
N#C/C(=C/c1ccccc1[N+](=O)[O-])c1nc(C2CC2)cs1 | -17.6% | -3.1% | -4.3% | ? | -8.7% | 223.2

(more compounds)
SMILES | AmpC no deterg | AmpC inh detg | Giardia FBPA inh | AMA1-RON2 inh | Sm TGR inh | HCMV inh
CC1CCN(C(=O)Cn2cc(C(=O)C3CC3)c3ccccc32)CC1 | -0.5% | 2.1% | 2.7% | -9.7% | -18.1% | 5.8
O=[N+]([O-])c1ccc(S(=O)(=O)NCC2COc3ccccc3O2)cc1 (stereo unspecified) | -40.4% | -2.0% | 7.1% | -5.5% | -10.0% | -21.8
Cn1cccc1C(=O)NS(=O)(=O)c1ccccc1Cl | -9.6% | -14.0% | 16.0% | -18.3% | -2.3% | 80.2
Cc1cc(C)c(C#N)c(SCC(=O)N(C)C2CCCCC2)n1 | 22.8% | -1.8% | 10.6% | 3.1% | 24.5% | 0.7
O=C(CSc1nc(N2CCOCC2)nc(N2CCOCC2)n1)Nc1ccccc1F | 5.4% | -1.9% | 1.8% | -2.1% | -3.7% | 92.1
COc1cc(-c2nc3ccccn3c2/N=C/c2ccccc2)ccc1O | 12.4% | -0.7% | -8.9% | -6.7% | -10.0% | -6.5
Cc1cccc(C)c1NC(=O)CN1C(=O)c2ccccc2Sc2ncccc21 | . | 21.4% | . | . | 1.8% | -24.7
CCCCc1cc(=O)oc2c(C)c(OCC(=O)NCCN3CCOCC3)ccc12 | 99.9%[activator] | -9.0% | -3.0% | 2.7% | -1.4% | 3.6
CCOCCCNC(=O)CN1CCN(c2ccc(F)cc2)CC1 | -4.1% | -8.8% | -7.5% | -14.6% | -10.1% | -16.9
O=C(NCC(c1cccs1)N1CCOCC1)C1CCN(S(=O)(=O)c2c(Cl)cccc2Cl)CC1 (stereo unspecified) | 185.0%[activator] | ? | . | 1.4% | 0.5% | -24.0
O=C(N/N=C/c1ccncc1)c1cc2ccccc2o1 | -30.8% | -14.2% | 3.4% | 9.3% | -5.6% | 77.5
CCOC(=O)NC(Nc1sc2c(c1C(N)=O)CCCC2)(C(=O)OCC)C(F)(F)F (stereo unspecified) | -2.7% | ? | ? | 1.0% | 0.0% | 12.5
C=CCc1ccc(OC)cc1 | -4.3% | 4.0% | 0.2% | 9.3% | -16.0% | 2.2
COc1cc(/C=N/NC(=O)CC#N)ccc1Oc1nc(Cl)ncc1F | -31.9% | -13.8% | -1.8% | 36.2%[activator] | -1.0% | 11.2
Cc1cccc(NC(=O)N2CCC(NC(=O)c3ccccc3C)CC2)c1 | -14.4% | ? | 2.0% | 4.5% | -30.3% | -13.1
